bCat nuc transl = modulators of beta-catenin nuclear translocation, primary screen, imaging, HeLa cells, immunofluorescence, high-content; AID 1665, 2009; actives 0.3% (n = 190,000); nuclear translocation activity, % at 5 µM;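 active = nuclear translocation activity above 50% at 5 µM, with a well cell count of 50 or more; inconclusive = wells under 50 cells across six images, flagged as toxic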;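 also: per-cell ratio of nuclear to cytoplasmic median beta-catenin stain intensity; plate controls were DMSO negative control for no effect and GSK-3 inhibitor IX positive control for full effect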
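System: Human HeLa cells, endogenous beta-catenin | Compound dosing: 5 µM primary, 0.02–20 µM confirmation | Timing: 24 h compound exposure at 37°C, 5% CO2 | Measured by: Fluorescence imaging of beta-catenin antibody stain plus DAPI | Read-out basis: % activation of per-cell nuclear versus cytoplasmic median beta-catenin signal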
TNAP activators = human TNAP enzyme activators, primary screen, biochemical, luminescent, no phosphate acceptor, uHTS (AID 1001); Alkaline phosphatase, tissue-nonspecific isozyme (Homo sapiens); purified TNAP, luminescent activation assay, no phosphate acceptor; higher activation fold means a stronger effect; one-dose activation fold at 20 µM; EC50 in µM for titrated hits; actives 0.03% (n = 200,000); in the data active = activation fold from about 3, or a potency from the dose series; inactive = the rest, 99 in 100 with activation fold below about 1.6; also: many of its hits are not listed in these tables
T cell modulator = modulators of CD8 T cell-vesicle binding, primary screen, mouse 2C CD8+ T cells, flow cytometry; 2C CD8+ T cell-vesicle binding; stronger effect = lower value; calls only at 7 µM; actives 0.068% (n = 330,000); AID 2052, 2009;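 active = response, share of CD8 T cells binding vesicles, and their 90th percentile fluorescence all below set limits, cut at about 80% in these data, passing the limit was not always enough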
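Material: murine 2C transgenic CD8+ T lymphocytes / Also added: QL9-peptide-loaded Drosophila micro-vesicles bearing Ld, ICAM-1 and B7-1 / Schedule: binding step 1.5 h, 37 °C, antibody labelling 20 min, ice / Signal: flow cytometry, PE anti-B7-1 (FL2) versus Alexa647 anti-CD8 (FL8), PFA-fixed / Evaluation: percent CD8+ FL2 mean versus row control / Benchmarks: naked versus QL9-loaded vesicles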
MT stabilizer = microtubule stabilizers in HeLa cells, primary screen, imaging, high-content imaging | % tubulin-high responders, % at 10 µM | HeLa tubulin immunostaining HCS, 24 h; share of cells brighter than vehicle mean+2SD | AID 2205, 2009 | actives 0.83% (n = 200,000);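 active = plate Z-score above 3 for both tubulin-high and condensed-nucleus cell shares, with cell loss under 80%, at 10 µM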;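 also: anti alpha tubulin signal scored within the nucleus-defined area of each cell; some results filed as inactive read as strong as hits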
Dynein transport = inhibitors of GR-EGFP nuclear translocation, primary screen, dynein cargo transport inhibitor project, imaging, high-content, 3617.4 mouse cells | test concentration mostly 20 µM; stimulated with dexamethasone, 1 µM; stronger effect = lower value | actives 0.47% (n = 220,000) | z-score, hits read low;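 active = plate z-score of nuclear minus cytoplasmic receptor signal below a set negative limit, without overly bright fluorescence or cell loss, cut at about -3.5 in these data, passing the limit was not always enough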;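 also: z-score of nuclear minus cytoplasmic ring GR-EGFP intensity difference per well; some compounds called inactive have numbers as strong as hits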
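Medium: Induction medium lacking tetracycline, stripped serum | Probe or stimulus: 1.0 µM final dexamethasone stimulus | Schedule: 48 h induction, then 1 h compound, then 30 min agonist, 37 °C | Signal: Automated 10x imaging of fixed Hoechst-stained cells | Evaluation: Per-cell GR-EGFP intensity, nucleus versus surrounding cytoplasmic ring, well-averaged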
Myeloid diff MLP = induction of myeloid progenitor differentiation, primary screen, cell-based, flow cytometry, MLPCN library; ER-HoxA9 myeloid progenitors, lysozyme-GFP differentiation; calls only at 10 µM; actives 1% (n = 360,000);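 active = normalized GFP-positive differentiation at or above the plate's own cutoff, the solvent-only control mean plus 3 SD; inconclusive = no clear call, values can overlap the other calls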;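 also: cells exposed to compound for four days before flow analysis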
Hep lipid drop = inhibitors of hepatocyte lipid droplet formation, primary screen, imaging, high-throughput imaging, BODIPY stain; actives 0.4% (n = 240,000); AML12 mouse hepatocytes, oleate lipid droplets; inhibition, % at 6.5 µM;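 active = lipid droplet intensity inhibited by at least 50%, with more than 500 cells counted; inconclusive = wells with under 300 cells, treated as cytotoxic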
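Material – mouse AML12 hepatocyte cell line, fixed after treatment · Compound dosing – one dose, 6.5 µM compound · Times – compound with oleate, overnight · Measured by – Image-based BODIPY and DAPI two-channel analysis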
PMI inhibitors = inhibitors of human PMI, primary screen, biochemical, fluorescence intensity, coupled assay (AID 1209). actives 0.42% (n = 190,000). one-dose inhibition, % at 20 µM; IC50 in µM for titrated hits. purified PMI enzyme, coupled fluorescence intensity; higher % means a stronger effect. Mannose-6-phosphate isomerase (Homo sapiens); in the data active = inhibition above about 50%;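 also: plate controls were DMSO vehicle for no effect and wells lacking substrate for full effect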
Ins promoter up = insulin promoter activators in MIN6 cells, imaging, high-content screening, mouse beta cells; MIN6 insulin promoter-GFP reporter; stronger effect = higher value; z-score at 5 µM; actives 0.3% (n = 190,000);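 active = z-score above 3 at 5 µM with at least 500 cells counted in the well; inconclusive = wells under 500 cells, flagged as cytotoxic or low count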
Dynein transport cytoplasmic EGFP = recorded beside Dynein transport, whose call it bears; z-score; measured here: cytoplasmic GR-EGFP intensity; stronger effect = higher value
Dynein transport nuclear GR-EGFP = second read-out of Dynein transport, no call of its own (marks repeat the call); z-score; measured here: nuclear GR-EGFP intensity;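 lower value marks the stronger effect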
Dynein transport cell count = further read-out of Dynein transport, marked with its call; z-score; measured here: cell count per field
Ins promoter up cell count = recorded beside Ins promoter up, whose call it bears; cell count; measured here: cytotoxicity, nuclei count;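 total cells summed across four imaged fields per well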
Hep lipid drop cells 6.5 µM = further read-out of Hep lipid drop, marked with its call; cell count; measured here: cell count, cytotoxicity flag;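 cells counted across two imaged fields per well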
bCat nuc transl cell count 5 µM = further read-out of bCat nuc transl, marked with its call; cell count; measured here: cell count, cytotoxicity flag
T cell modulator vesicle-bound % = further read-out of T cell modulator, marked with its call; double positive events, %; measured here: CD8+ vesicle-bound cell fraction;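 binding gate set so that unloaded-vesicle control wells show 10% double positive cells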
MT stabilizer Hoechst-high % = further read-out of MT stabilizer, marked with its call; % Hoechst-high responders; measured here: nuclear condensation Hoechst responders;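 share of cells brighter than vehicle mean plus two SD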
MT stabilizer cytotoxicity % = further read-out of MT stabilizer, marked with its call; toxicity, %; measured here: cytotoxicity by cell density;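 0% = mean cell density of plate MIN control wells and 100% = no cells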
Myeloid diff MLP GFP+ MAC1+ % = second read-out of Myeloid diff MLP, no call of its own (marks repeat the call); GFP+ MAC1+ double positive, %; measured here: differentiation confirmed by MAC1 staining
An asterisk follows results filed as active; i = inactive; ? = inconclusive; · = not tested or not shown; & = joins results of further samples.

The opening two compounds, to show the layout:
SMILES	bCat nuc transl	bCat nuc transl cell count 5 µM	TNAP activators	T cell modulator	T cell modulator vesicle-bound %	MT stabilizer	MT stabilizer Hoechst-high %	MT stabilizer cytotoxicity %	Dynein transport	Dynein transport cytoplasmic EGFP	Dynein transport nuclear GR-EGFP	Dynein transport cell count	Myeloid diff MLP	Myeloid diff MLP GFP+ MAC1+ %	Hep lipid drop	Hep lipid drop cells 6.5 µM	PMI inhibitors	Ins promoter up	Ins promoter up cell count
CC(C)C(=O)Nc1nnc(SCC(=O)NCc2ccc3c(c2)OCO3)s1	-1.8	1017	1	i	34	1.6	2.3	3.1	0.62	-0.028	0.39	0.1	i	1.1	1	683	5%	-0.4	1296
O=C1COc2ccc(C(=O)COC(=O)CNC(=O)c3ccccc3)cc2N1	-2.5	1104	1.1	i	27	3.3	3.0	2.1	1.1	-0.2	0.48	-0.083	i	0.1	-5	701	-2%	-0.04	1306

The listing, previewed entries included:
SMILES	bCat nuc transl	bCat nuc transl cell count 5 µM	TNAP activators	T cell modulator	T cell modulator vesicle-bound %	MT stabilizer	MT stabilizer Hoechst-high %	MT stabilizer cytotoxicity %	Dynein transport	Dynein transport cytoplasmic EGFP	Dynein transport nuclear GR-EGFP	Dynein transport cell count	Myeloid diff MLP	Myeloid diff MLP GFP+ MAC1+ %	Hep lipid drop	Hep lipid drop cells 6.5 µM	PMI inhibitors	Ins promoter up	Ins promoter up cell count
CC(C)C(=O)Nc1nnc(SCC(=O)NCc2ccc3c(c2)OCO3)s1	-1.8	1017	1	i	34	1.6	2.3	3.1	0.62	-0.028	0.39	0.1	i	1.1	1	683	5%	-0.4	1296
O=C1COc2ccc(C(=O)COC(=O)CNC(=O)c3ccccc3)cc2N1	-2.5	1104	1.1	i	27	3.3	3.0	2.1	1.1	-0.2	0.48	-0.083	i	0.1	-5	701	-2%	-0.04	1306
COc1cc(/C=N/NC(=O)c2cc(C34CC5CC(CC(C5)C3)C4)[nH]n2)ccc1O	3.2	931	0.5	i	27	3.3	1.4	11	1.5	-0.14	0.49	-0.97	i	0.5	0	627	20%	0.05	1992
O=C(NCC1CCCO1)c1ccccn1 (stereo not drawn)	1.4	569	1.1	i	57	3.2	0.3	49	0.31	-0.26	0.67	-0.0025	i	1.3	-16	661	-16%	·	·
O=C(COC(=O)C12CC3CC(CC(Br)(C3)C1)C2)Nc1cccnc1Cl	-3.6	1148	1.1	i	54	2.4	2.4	4.4	0.32	-0.35	-0.48	1.4	i	0.7	-10	686	0%	1.3	1434
S=C(Nc1ccc2c(c1)OCO2)Nc1ccccc1Cl	-1.2	1164	·	i	66	·	·	·	-0.68	-0.24	-0.44	1.2	i	0.2	6	747	·	-0.22	1450
CC(=O)N1Cc2ccccc2C(C)CC12CCCC2 (stereo not drawn)	0.7	1037	0.9	i	61	1.4	2.1	7.1	0.46	-0.16	0.51	-0.9	i	0.7	-6	595	16%	0.35	1451
CC1Cc2nc(SCC(=O)Nc3nccs3)n(Cc3ccccc3)c(=O)c2S1 (stereo not drawn)	-4.6	1275	1.1	i	44	6.8	1.5	3.7	-0.48	-0.15	0.04	-0.45	i	4.2	-1	671	-2%	-0.63	1217
O=C1C(Cl)=C(Nc2ccccc2O)C(=O)N1CCc1ccccc1	-0.7	913	0.9	i	48	4.6	4.0	12	-1.8	3.2	-0.89	0.97	i	1.4	-9	646	15%	2	1264
CN(C)CCOC(=O)C12CC3CC(CC(C3)C1)C2	·	·	0.9	i	47	1.5	1.0	4.3	-0.63	-0.48	-0.53	0.87	i	0.4	18	778	-13%	·	·
CN(C)C=NC(=O)c1ccc([N+](=O)[O-])c(CS(=O)(=O)c2ccc(Cl)cc2)c1	·	·	1	i	53	1.0	2.2	10	0.51	-0.15	-0.15	-0.26	i	0.7	·	·	5%	·	·
Cc1nc2ccccc2c(=O)n1NC(=O)CCC(=O)O	-0.7	966	1	i	45	1.5	1.7	5.2	-0.36	-0.058	-0.036	0.87	i	0.2	9	667	10%	-0.74	1837
Cc1cccc(N2CCN(C(=O)c3ccc(Cl)c(S(=O)(=O)NCc4ccco4)c3)CC2)c1C	0.8	1119	1.1	i	60	42*	16*	79*	2.4	-0.051	1.3	-2.3	i	0.7	·	·	10%	-0.63	973
Cc1ccc(-c2nc(SCC(=O)NCCN3C(=O)CSC3=O)[nH]c2-c2ccc(C)cc2)cc1	-0.9	1027	1.2	i	56	2.5	1.4	7.6	-0.96	-0.19	0.33	0.39	·	·	·	·	17%	-0.41	1247
COc1ccc(C(=O)NCCC2=CCCCC2)cc1	-2.0	561	1.1	i	38	1.7	2.1	4.8	0.79	-0.23	0.41	-0.055	i	1.0	-2	619	9%	0.22	1279
O=C(O)c1ccc(NC(=O)c2cccs2)cc1	-4.1	1209	1.1	i	35	4.5	2.5	5.1	-0.55	-0.13	-0.59	1.2	i	1.6	-1	732	-5%	0.12	1148
COc1cccc(-n2c(SCC(=O)NCCc3ccccc3)nnc2-c2ccoc2C)c1	-7.0	1007	1.1	i	34	3.1	2.8	6.4	-1	-0.17	-0.19	0.24	i	0.5	·	·	-13%	-1.4	983
COc1ccccc1C(=O)NCCCn1cc(Br)c(C)n1	-1.0	1085	1.1	·	·	2.3	2.4	7.1	0.28	-0.29	-0.0014	0.59	i	2.0	6	715	8%	0.35	1290
Cc1ccc(NC(=O)c2ccco2)c(NC(=O)Cc2cccs2)c1	-1.6	1155	1.1	i	35	1.7	1.6	5.3	-0.47	-0.29	-0.15	0.034	i	0.8	-4	740	0%	-0.31	927
Brc1ccc(-c2csc(-c3c[nH]c4ccccc34)n2)cc1	1.3	1347	1	i	60	3.4	1.7	7.1	-0.48	-0.2	-0.54	0.41	i	1.0	·	·	12%	-0.3	1437
CCOCCCn1c(=NC(C)=O)c(C(=O)OCC)cc2c(=O)n3ccccc3nc21	-0.4	1098	1.1	i	49	2.3	1.3	5.0	1.5	-0.23	1.8	-1.1	i	0.7&0.4	19	636	7%	·	·
Cc1sc(NC(=O)C2CCCCC2C(=O)O)c(C(N)=O)c1C (stereo not drawn)	-0.4	1388	1.1	i	21	1.3	1.4	3.5	0.66	-0.22	0.1	-0.37	i	1.0	·	·	-5%	0	1475
COc1ccccc1/C=N/N1C(=O)C2C3C=CC(CC3)C2C1=O (stereo not drawn)	0.1	1130	1.1	i	57	2.9	2.4	7.6	0.63	-0.27	0.35	-0.5	i	0.5	3	691	0%	-0.46	1285
O=C(COC(=O)CN1C(=O)C2CCCCC2C1=O)Nc1cc(S(=O)(=O)N2CCOCC2)ccc1Cl (stereo not drawn)	0.3	491	1.1	i	51	4.7	2.8	7.8	-0.83	-0.31	-0.79	0.94	i	0.6	4	547	-8%	0.08	1277
O=C(CN1C(=O)C(=O)c2ccccc21)NC1CCCCC1	·	·	1.1	i	24	1.9	1.9	6.6	-0.65	-0.25	-0.28	-0.17	i	1.2	-35	640	3%	·	·
O=[N+]([O-])c1cccc(-c2cc(C(F)(F)F)n3nc(-c4ccccc4)cc3n2)c1	-0.2	1298	·	i	21	·	·	·	-1.1	0.22	-0.16	1.7	i	0.3	6	662	·	0.89	919
Nc1n[nH]c(N)c1N=Nc1ccc(Cl)cc1	0.3	919	1.8	i	36	1.9	3.5	8.6	0.73	-0.22	0.17	-0.06	i	0.1	4	714	13%	-0.24	1288
O=C(O)CSc1nccn1-c1cccc(Cl)c1	·	·	1.1	i	56	2.1	1.4	6.6	-0.78	0.24	-0.18	0.77	i	0.6	15	776	7%	-1.3	934
CCCN1C2CCCC1CC(NC(=O)c1ccccc1)C2 (stereo not drawn)	-0.7	1020	1.1	i	38	3.7	4.1	9.0	2.2	-0.26	1.1	-1.2	?	·	34	837	8%	·	·
COc1ccc2oc(C(=O)CCC(=O)O)c(N)c2c1	·	·	1.1	i	60	3.1	2.5	9.9	0.44	-0.18	0.51	0.21	i	0.9	·	·	-27%	-1.1	975
Oc1ccccc1C1CC(c2cccs2)=NC(c2ccc(Cl)cc2)N1 (stereo not drawn)	2.7	1029	1	i	9	3.6	1.3	1.3	2.2	-0.24	1.1	-0.64	i	0.8	10	787	15%	-0.23	1424
COc1ccc(C)cc1NS(=O)(=O)c1cccc2nonc12	·	·	1.1	i	41	6.8	2.0	1.9	-0.9	-0.22	-0.21	1.2	i	0.9	0	784	7%	-0.36	1289
Cc1cc(C)n2nc(SCC(=O)NCc3ccco3)nc2n1	-3.7	848	1.1	i	44	2.1	2.2	10	-0.89	-0.22	-0.32	0.71	i	5.3	·	·	-10%	1.4	1385
CC(C)CCn1cnc2c([nH]c3cccc(Cl)c32)c1=O	0.3	1093	1.1	i	34	5.6	4.8	7.5	0.31	-0.32	0.17	0.42	i	0.4	·	·	3%	0.31	994

High-throughput results deposited in PubChem by several laboratories.
